MKP-3 inhibition – inhibition of rat DUSP6 enzyme activity – biochemical, in vitro, primary screen (AID 425). recombinant MKP-3 phosphatase activity, fluorescence; higher % means a stronger effect. inhibition, % at 20 µM; hits with a dose series show IC50 in µM. hit rate 0.17% among 110,000; in the data active = inhibition above about 50%;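 also: plate controls were vehicle for no effect and reference inhibitor for full effect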
Hsp70 displacement – small molecules displacing fluorescent ligand from Hsp70 – biochemical, fluorescence polarization, primary screen (AID 583) | Hsp70 fluorescence polarization probe displacement, mP; higher % means a stronger effect | hit rate 0.06% among 140,000 | one-dose displacement, % at 20 µM; IC50 in µM for titrated hits; in the data active = displacement above about 50%;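 also: plate controls were vehicle for no effect and reference ligand for full effect; a part of the inactive calls stands beside numbers as strong as those of hits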
The depositor's hits bear a star; · = no result given; & = joins results of further samples.

molecule | MKP-3 inhibition | Hsp70 displacement
COc1ccc(N2C(=O)c3ccccc3NC2c2ccc(OC)c(OC)c2)cc1 (configuration not stated) | -3% | -5.1%
O=C(OCCN1C(=O)CCC1=O)c1ccc(S(=O)(=O)N2CCCCC2)cc1 | -8% | 4.6%
CCc1ccc(N2CC(C(=O)Nc3ccc([N+](=O)[O-])cc3)CC2=O)cc1 (configuration not stated) | 1% | ·
CNS(=O)(=O)c1cccc2cccnc12 | 3% | 6.4%
Nc1nc(N2CCCCC2)nc2ccccc12 | -5% | 3.5%
Cc1ccc(SCC(=O)N2CCOCC2)cc1 | -4% | 4.2%
O=C(O)CCCCCN1C(=O)C(=O)/C(=C(/O)c2ccc(Cl)cc2)C1c1cccc([N+](=O)[O-])c1 (configuration not stated) | 0% | -0.8%
O=C(NCc1ccccn1)c1nnc(Cc2ccc(Cl)cc2)o1 | 7% | 8.8%
Cc1ccc2nc(NC(=O)c3ccc(F)cc3)sc2c1 | 1% | 0.2%
O=C(CSc1nc(-c2ccccc2)c(-c2ccccc2)o1)Nc1ccc([N+](=O)[O-])cc1 | 5% | -4.0%
CCCCc1c(O)nc(SCC(=O)N2CCOCC2)[nH]c1=O | 2% | 1.3%
COc1ccc(C(=O)Nc2cccc(C(=O)N3CCN(C)CC3)c2)cc1 | -3% | 2.9%
Cn1c(Cc2ccccc2)nnc1SCC(=O)c1ccc(Br)s1 | -2% | -2.1%
CCOC(=O)C1CCN(C(=O)c2sc3nc(-c4ccc(F)cc4)cn3c2C)CC1 | 1% | -2.6%
Cc1[nH]c2ccccc2c1C(=O)CN1CCCCC1C (configuration not stated) | 0% | -7.3%
O=C(Nc1ccc(F)cc1)Nc1cccc2cccnc12 | 0% | 4.6%
COc1ccc2cc(/C=C/C(=O)c3ccco3)c(Cl)nc2c1 | · | 0.5%
COc1ccc(CCC(=O)N2CCN(C3CCCCC3)CC2)cc1 | 0% | 0.2%
CCOc1ccccc1C(=O)Nc1cc(=O)n(C)c(=O)n1C | -2% | 8.5%
COc1ccc(S(=O)(=O)NCCSC(C)(C)C)cc1Cl | -7% | 0.2%
COc1cc(S(=O)(=O)N2CCN(Cc3ccccc3)CC2)ccc1Br | -10% | -2.8%
Cc1cc(C)nc(NC(=O)CSc2nc3ccccc3o2)n1 | · | 6.3%
COc1ccc(CNc2cc([N+](=O)[O-])ccc2OC)c(OC)c1 | 1% | -1.9%
O=C(c1ccc(Cl)cc1)c1ccc(OCC(=O)N2CCOCC2)cc1 | 1% | 1.8%
CC(=O)OC(C(=O)NC1CCCCC1)c1ccncc1 (configuration not stated) | -8% | 1.3%
CC1C(c2ccccc2)=[N+]([O-])C(C)(c2ccc(Cl)cc2)N1O (configuration not stated) | -8% | 3.0%
COC(=O)c1cc(OC)c(OC)cc1NC(=S)N1CCC(C(N)=O)CC1 | · | -3.3%
Cc1cc(OC(=O)c2ccccc2)n(CCC#N)n1 | -8% | 7.0%
C/C(=N\NC(=O)COc1ccc(Cl)cc1Cl)c1cccc([N+](=O)[O-])c1 | 3% | 2.0%
CS(=O)(=O)N1CCN(C2Cc3ccccc3C2)CC1 | · | 1.7%
CC(C)COC(=O)C(C#N)c1nc2ccccc2nc1N1CCN(Cc2ccc3c(c2)OCO3)CC1 (configuration not stated) | 0% | -4.4%
COc1cc(/C=N/NC(=O)c2ccccn2)cc(OC)c1O | 0% | 1.5%
COc1cccc(Oc2cnc(N)nc2-c2ccc(OC)cc2O)c1 | -4% | -1.5%
CC(C)CCOc1ccc(C(CC(N)=O)C(=O)O)cc1 (configuration not stated) | · | -1.9%
CCOc1cc(C)c(C(C)C)cc1S(=O)(=O)N1CC(C)OC(C)C1 (configuration not stated) | 11% | 2.6%
Cc1cc(N(C)C)nc(SC(C)C)n1 | -5% | 2.4%
CCc1nc(SCC(=O)c2cccs2)c2oc3ccccc3c2n1 | · | -0.2%
CCCCn1c(SCc2ccc(Cl)cc2)nc2c1c(=O)[nH]c(=O)n2C | 0% | 5.1%
Cc1ccc(OCC(=O)Nc2c(C)cccc2C(C)C)c(C(C)(C)C)c1 | -2% | 2.2%
CCC1=NN2C(=N)/C(=C/c3ccc(OC(=O)c4ccc(F)cc4)c(OC)c3)C(=O)N=C2S1 | -8% | 7.0%
NC(=O)c1ccc(NC(=O)CCCN2C(=O)c3ccccc3C2=O)cc1 | · | -2.2%
COc1ccc(OC)c(S(=O)(=O)N(C)CC(=O)N2CCN(c3cccc(Cl)c3)CC2)c1 | -2% | 0.5%
CN1CCCN(S(=O)(=O)c2ccc3c(c2)OCCO3)CC1 | · | 0.7%
COC(=O)C1=C(C)NC2=C(C(=O)c3ccccc32)C1c1cc2c(cc1Cl)OCO2 (configuration not stated) | -1% | -0.8%
COc1ccccc1Oc1coc2cc(OC(=O)N3CCOCC3)ccc2c1=O | -14% | 4.0%
Cc1cccc(C)c1OCC(O)CN1CC(C)OC(C)C1 (configuration not stated) | 0% | 2.4%
CCc1ccc(CNC(=O)C2CCC(=O)N2C2CCCCC2)cc1 (configuration not stated) | · | 5.0%
O=C(NC1(C(F)(F)F)N=C2SCCN2C1=O)c1ccccc1 (configuration not stated) | · | 3.8%
CCN(CC)C(=O)COc1ccc(CC(=O)O)cc1OC | -8% | 2.7%
CC(=O)c1sc(NC(=O)c2ccc3c(c2)OCO3)nc1C | -1% | -0.6%
Cc1ccc(C(=O)Nc2ccc3c(c2)OCO3)cc1S(=O)(=O)N1CCCC1 | -4% | 0.8%
CCc1ccc(CNCc2ccccc2OC)cc1 | 4% | -2.5%
Cn1c(CNc2nc(-c3ccccc3)cs2)nnc1SCC(=O)OC1CCCCC1 | -3% | -4.1%
CCn1c(SCC(=O)c2ccc3ccccc3c2)nnc1-c1cccs1 | · | -8.2%
CCOC(=O)C1=C(C)Nc2nc(C)nn2C1c1cc(OC)ccc1OC (configuration not stated) | 6% | -1.9%
Cc1cc(C(=O)OCC(=O)Nc2cccc(S(=O)(=O)N3CCOCC3)c2)c(C)o1 | · | -2.1%

(further entries)
molecule | MKP-3 inhibition | Hsp70 displacement
Cc1cc(NC(=O)CSc2nnc(-c3ccc(Cl)s3)o2)no1 | -6% | 0.3%
Cc1nc2c3c(-c4ccccc4)nc(N4CCOCC4)nc3nn2c(C)c1CCC(=O)O | 0% | 5.1%
O=S(=O)(/N=C(/c1ccc(F)cc1)N1CCOCC1)c1ccccc1 | -9% | 1.5%
Cc1ccc(Oc2nc3c(c(=O)n(Cc4ccccc4F)c(=O)n3C)n2C)cc1 | 3% | -4.7%
O=C(CN1CCCCC1)Nc1nc2ccccc2s1 | 2% | -5.9%
COc1cccc(C(=O)/C=C/c2ccccc2OC)c1 | 6% | -11%
CCn1c(SCC(=O)Nc2nnc(C)s2)nnc1-c1ccncc1 | 1% | 8.4%
CCN1CCN(C(=S)c2ccc(OCC(=O)N3CCOCC3)cc2)CC1 | · | 1.5%

Going on with the list:
compound	MKP-3 inhibition	Hsp70 displacement
O=C(CSc1nc2ccccc2o1)c1ccc(Cl)cc1Cl	4%	-1.5%
CSC1=C(C#N)C(c2ccco2)CC(=O)N1 (configuration not stated)	2%	5.9%
COc1ccc(NC(=O)c2ccc(S(=O)(=O)N3CCOCC3)cc2)c2ccccc12	1%	-4.0%
O=C(CSc1nc2ccccc2c(=O)[nH]1)N1CCOCC1	-2%	3.3%
Cc1ccc(N2C(=O)/C(=C/c3cc(Br)ccc3O)C(=O)NC2=S)cc1	3%	-5.2%
CCCC(=O)c1cc(F)c(N2CCN(S(=O)(=O)c3ccccc3)CC2)cc1C	6%	·
O=c1oc(-c2ccccc2Cl)nc2sc3c(c12)CCC3	0%	-4.9%
Cc1cc2c(cc1C)CSC(c1c(O)ccc3ccccc13)SC2	·	8.0%
O=C(O)C1CCCCC1C(=O)NCCC(c1ccccc1)c1ccccc1 (configuration not stated)	-1%	6.5%&2.8%
COc1ccc(N(CC(=O)Nc2ccc(Br)cc2)S(C)(=O)=O)cc1Cl	-1%	5.2%
N#CC1=C(N)C(C#N)(C#N)C2(CCC3(CC2)OCCO3)C2CC3(CC=C12)OCCO3 (configuration not stated)	2%	-4.2%
CC1=NN(c2ccc(Cl)c(C(=O)O)c2)C(=O)/C1=C\c1ccc(-c2cccc([N+](=O)[O-])c2)o1	-1%	5.7%
O=C(COc1ccccc1[N+](=O)[O-])Nc1ccc2oc(-c3cccnc3)nc2c1	2%	2.4%
CS(=O)(=O)Nc1ccc(C(=O)NCCc2ccccc2)cc1	-6%	3.0%
CCOc1ccccc1NC(=O)CN1C(=O)COc2ccc(Cl)cc21	1%	1.8%
COc1cccc(C2CC(C(F)(F)F)n3ncc(C(=O)NC(C)(C)C)c3N2)c1 (configuration not stated)	·	-5.2%
CC(Sc1nnc(C(F)(F)F)n1C)C(=O)NC(N)=O (configuration not stated)	·	-4.8%
CCN(CC)C(=O)C1CC(=O)N(c2ccc(F)c(Cl)c2)C1 (configuration not stated)	6%	4.8%
COc1ccc(/C(N)=N/OC(=O)Cc2ccc(Cl)cc2)cc1OC	4%	7.9%
Cc1c(Cl)cccc1NC(=O)C1c2ccccc2Oc2ccccc21	0%	1.4%
CCC1CCCCN1S(=O)(=O)c1ccc(NC(=O)CSc2ncccc2C(=O)O)cc1 (configuration not stated)	-8%	-1.2%
COc1ccc(-c2nc(CN3CCC(C(=O)NC4CCCc5ccccc54)CC3)c(C)o2)cc1OC (configuration not stated)	1%	2.9%
CCOc1ccc(NS(=O)(=O)c2ccc(NS(=O)(=O)c3ccc(SC)cc3)cc2)cc1	·	-3.0%
O=C1OCCC1Sc1nc2ccccc2n1Cc1ccccc1 (configuration not stated)	-13%	5.2%
O=C(O)c1cccc(Cn2cc(Br)cn2)c1	-4%	-0.3%

5 consecutive records already listed, quoted:
compound	MKP-3 inhibition	Hsp70 displacement
O=C(CSc1nc2ccccc2o1)c1ccc(Cl)cc1Cl	4%	-1.5%
CSC1=C(C#N)C(c2ccco2)CC(=O)N1 (configuration not stated)	2%	5.9%
COc1ccc(NC(=O)c2ccc(S(=O)(=O)N3CCOCC3)cc2)c2ccccc12	1%	-4.0%
O=C(CSc1nc2ccccc2c(=O)[nH]1)N1CCOCC1	-2%	3.3%
Cc1ccc(N2C(=O)/C(=C/c3cc(Br)ccc3O)C(=O)NC2=S)cc1	3%	-5.2%

6 of the entries above in order of their number in Hsp70 displacement, ascending.
compound	MKP-3 inhibition	Hsp70 displacement
O=c1oc(-c2ccccc2Cl)nc2sc3c(c12)CCC3	0%	-4.9%
CCOC(=O)C1CCN(C(=O)c2sc3nc(-c4ccc(F)cc4)cn3c2C)CC1	1%	-2.6%
O=C(OCCN1C(=O)CCC1=O)c1ccc(S(=O)(=O)N2CCCCC2)cc1	-8%	4.6%
CNS(=O)(=O)c1cccc2cccnc12	3%	6.4%
CCC1=NN2C(=N)/C(=C/c3ccc(OC(=O)c4ccc(F)cc4)c(OC)c3)C(=O)N=C2S1	-8%	7.0%
CCn1c(SCC(=O)Nc2nnc(C)s2)nnc1-c1ccncc1	1%	8.4%

Remaining list, next part.
compound	MKP-3 inhibition	Hsp70 displacement
COc1ccc(NC(=O)CN(c2cc(OC)ccc2OC)S(C)(=O)=O)cc1	-2%	2.9%
OC(c1ccccc1)c1nccn1Cc1ccccc1 (configuration not stated)	·	-3.5%
COc1ccc(C)cc1NC(=O)Nn1cnnc1	·	-2.1%
Cc1ccc2c(c1)N(Cc1ccncc1)C(=O)C(C)O2 (configuration not stated)	2%	1.8%
CCn1c2ccccc2c2cc(NC(=O)N3CCOCC3)ccc21	-10%	2.0%
Fc1ccc(NC(=S)N2CCCc3ccccc32)cc1	2%	-4.4%
COc1ccc(C(=O)NCCn2ccc3ccccc32)cc1OC	-5%	2.9%
CCCn1nnc(NC(=O)COc2ccc(Cl)cc2)n1	-10%	-2.6%
Cc1nnc(NC(=O)NCN2C(=O)C3C4C=CC(C4)C3C2=O)s1 (configuration not stated)	-3%	3.3%
Cc1ccc(-n2c(CNc3ccc(F)cc3)nnc2SCC(=O)NCc2ccco2)cc1	0%	-2.4%
CSc1nc2sc3c(c2c(=O)n1C)CCC3	5%	5.9%
O=C(NCc1ccccc1Cl)C(=O)Nc1cccc(Cl)c1Cl	0%	8.5%
COc1cc(NC(=O)COc2ccc3ccccc3c2)cc(OC)c1	3%	-2.5%
CN1CCN(C(=O)CCN2C(=O)S/C(=C/c3ccc(Cl)cc3)C2=O)CC1	2%	0.0%
O=C1NC(=O)c2cc(NC(=O)C3CCCCC3)ccc21	2%	-0.5%
COc1ccccc1-c1nnc(SCC(=O)Nc2cc(C)on2)o1	-1%	-7.3%
COc1ccc(CCC(C(O)C(F)(F)F)S(=O)c2ccccc2)cc1 (configuration not stated)	-7%	·
CSC(=Nc1ccc(C)cc1)Nc1ccc(C)cc1	3%	2.3%
Cc1ccc(C2C(/C=C3/SC(=S)NC3=O)=C(c3cccs3)Oc3ccccc32)cc1 (configuration not stated)	·	-14%
COc1ccc2nc(NC(=O)C3COc4ccccc4O3)sc2c1 (configuration not stated)	8%	7.2%
COC(=O)C1CCN(C(=O)COC(=O)CC(NC(N)=O)c2ccc(Cl)cc2)CC1 (configuration not stated)	2%	2.4%
COC(=O)C1C(O)=C(C=NCC(C)N=CC2=C(O)C(C(=O)OC)C(C)(C)CC2=O)C(=O)CC1(C)C (configuration not stated)	-5%	1.7%
Cc1cc(=O)oc2cc(OCc3ccc(Br)cc3)ccc12	0%	-0.4%
O=C(Nc1nc(-c2ccc(S(=O)(=O)N3CCCC3)cc2)cs1)c1cccs1	-11%	8.6%
COc1ccc(-n2nnnc2-c2cccnc2)cc1	4%	-1.2%
CC(CCc1ccccc1)NC(=O)c1cc2sccc2n1C (configuration not stated)	7%	-5.7%
CCOC(=O)N1CCC(N2Cc3cccc(C(=O)NCc4ccccn4)c3C2=O)CC1	-7%	4.2%

Bioassay records deposited in PubChem by Sanford-Burnham Center for Chemical Genomics.

Not all compounds are listed, so the mix of outcomes need not match the whole.
